Lamin A splicing: changes lamin A minigene splicing in HeLa cells. HeLa LMNA splicing GFP/RFP minigene ratio, 48 h. actives 0.01% (n = 200,000). Potency, µM (titrated, usually from 46.1 µM), without a hit: at the highest dose ratio change, negative = inhibition, most hits filed as inhibitors; active = well fitted inhibition curve with a large enough effect in the signal ratio, with a control signal flat, not every such curve was filed as active; inconclusive = small, poorly fitted or top-dose-only effect, or effect the other way, or a change in a side signal; the % refers to the signal ratio; also: potency is read from the fitted curve at half-maximal effect; % is scaled to controls: 0 for no effect and ±100 for the full control effect
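S3 HeLa stable clones carrying a lamin A-EGFP splicing minigene plus DsRed2 were seeded at 600 cells/well in Opti-MEM with 2% FBS, pin-dosed and incubated 48 h at 37°C. Acumen cytometry (488 nm) gave the GFP/RFP total-intensity ratio.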
CBFb RUNX1 block: inhibitors of human CBF-beta and RUNX1 interaction; AlphaScreen CBFb-His/RUNX1-biotin binding, biochemical; Potency, µM (top dose mostly 59.8 µM), for the others: top-dose activity, negative = inhibition, hits mostly inhibitors; Q01196+Q13951; 230,000 tested, under 10 active; AID 1477; also: % of control where 0% means no effect
Target sequence (Q01196 whole entry, looked up): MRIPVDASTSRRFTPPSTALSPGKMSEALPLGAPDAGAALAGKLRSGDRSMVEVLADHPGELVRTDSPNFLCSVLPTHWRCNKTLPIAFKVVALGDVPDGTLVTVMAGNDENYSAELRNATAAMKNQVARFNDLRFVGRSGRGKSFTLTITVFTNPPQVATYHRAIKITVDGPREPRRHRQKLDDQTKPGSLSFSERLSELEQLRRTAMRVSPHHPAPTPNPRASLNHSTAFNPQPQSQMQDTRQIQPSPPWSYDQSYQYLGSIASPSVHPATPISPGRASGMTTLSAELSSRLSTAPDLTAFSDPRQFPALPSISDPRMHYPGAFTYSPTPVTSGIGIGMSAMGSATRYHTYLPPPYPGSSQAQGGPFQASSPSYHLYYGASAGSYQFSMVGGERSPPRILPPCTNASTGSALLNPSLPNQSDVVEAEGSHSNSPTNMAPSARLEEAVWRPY
Target sequence (Q13951 whole entry, looked up): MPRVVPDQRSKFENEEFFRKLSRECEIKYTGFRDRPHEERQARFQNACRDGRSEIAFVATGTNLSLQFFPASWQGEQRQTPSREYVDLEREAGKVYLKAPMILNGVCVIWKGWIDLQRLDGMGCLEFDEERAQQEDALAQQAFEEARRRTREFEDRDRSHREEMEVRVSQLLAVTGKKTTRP
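CBFb-His/RUNX1-biotin, 30 nM each, preincubated 20 min RT; compound 15 min RT; Ni + streptavidin beads 50 ng each, 90 min RT; AlphaScreen read.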
HTT aggregate: mutant huntingtin aggregation inhibition. PC12 HttQ103-GFP aggregates, Acumen cytometry, 40 h. Potency, µM (top dose mostly 46.1 µM), without a hit: at the top dose activity change, negative = inhibition, usual class: inhibitors. actives 1.1% (n = 220,000). AID 1688; also: potency is read from the fitted curve at half-maximal effect; % is scaled to controls: 0 for no effect and ±100 for the full control effect; nearly all actives have a fitted effect of over 60% in size
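Read-out: GFP aggregate count by laser scanning cytometer (488 nm excitation, 500-530 nm emission, 1–25 µm objects >6 SD above background). Cells: PC12, inducible HTTex1-Q103-GFP, 100 nM tebufenozide; compounds titrated.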
IMPase Li cell: cell-permeable IMPase inhibitors with lithium potentiation. actives 0.35% (n = 210,000). AID 1457. Potency, µM (series often up to 59.4 µM), for the others: at the top dose activity, negative = IMPase inhibition, most hits filed as inhibitors. CHO-M1 cells, IP1 TR-FRET (IP-One), carbachol + lithium;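 also: IP1 builds up when IMPase is blocked and the TR-FRET signal falls; potency is read from the fitted curve at half-maximal effect; plate controls were basal vehicle for no effect and high inhibitor control for full effect; nearly all actives have a fitted effect of over 50% in size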
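Concentration–response in CHO-M1 cells, lithium-potentiated; 30 min at 37C. IP1 detected by competitive TR-FRET after 10 min lysis at RT. Hill-fitted AC50.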
HTT ATP protect: Huntington cell model cytoprotection by ATP luminescence; PC12 HTT-Q103 induced, cytoprotection, ATP luminescence, 40 h; Potency, µM (highest dose often 56.4 µM), without a hit: cytoprotection (ATP increase), most hits filed as activators; actives 0.14% (n = 230,000);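 also: potency is read from the fitted curve at half-maximal effect; % of control where 0% means no effect; nearly all actives have a fitted effect of over 45% in size; toxic huntingtin expression switched on by the ecdysone agonist tebufenozide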
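Readout: ATPlite luminescence (ATP level). Model: stable PC12, inducible Htt exon1 Q103-GFP. Inducer: tebufenozide, 100 nM final. Compounds: dose series. No G418 in medium.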
SMN2 splice enh: enhancers of SMN2 splice variant expression; Potency, µM (highest dose often 46.1 µM), without a hit: at the top dose activity change, positive = activation, usual class: activators; HEK293 SMN2-luciferase splicing reporter, luminescence, 30-36 h; actives 2.8% (n = 210,000); also: potency is read from the fitted curve at half-maximal effect; % of control where 0% means no effect; nearly all actives have a fitted effect of over 55% in size
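HEK293 cells carry an SMN2 […]–luciferase reporter in which exon 7 inclusion puts luciferase in frame. Cells were plated 10-12 h before compound addition, then incubated 30-36 h at 37C. ONE-Glo luminescence was read; sodium butyrate at 4.5 mM final served as control.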
KinaseGlo FLuc: counter-screen: inhibitors of Kinase-Glo firefly luciferase; Q27757; Kinase-Glo luciferase, ATP luminescence, 8 min; Potency, µM (doses to about 38.3 µM), without a hit: at the highest dose activity change, negative = inhibition, hits mostly inhibitors; actives 0.28% (n = 200,000); AID 1379; also: potency is read from the fitted curve at half-maximal effect; % is scaled to controls: 0 for no effect and ±100 for the full control effect; nearly all actives have a fitted effect of over 60% in size
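Light output from Kinase-Glo luciferase with luciferin and 10 uM ATP in 50 mM imidazole pH 7.2, KCl, MgCl2, Tween 20, BSA; compound pin-delivered, 8-min ambient incubation, then luminescence read.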
Active calls of the source: *; & = joins results of further samples; [ ] = remark or other dose. Unless noted, calls follow the shape of the dose curve; as a rule, active = well fitted curve in the direction sought with a large enough effect; inconclusive = small, poorly fitted or top-dose-only effect, or another doubt; inactive = no such curve, though single readings can be large; an effect the other way counts as inactive or inconclusive.

For CN1CCN(c2ncc3ncc(=O)n(Cc4cccs4)c3n2)CC1 the results were IMPase Li cell 43%[activator], HTT ATP protect 29%, SMN2 splice enh 5% and KinaseGlo FLuc -1%.
COc1ccc(CNC(=O)C(C)N(Cc2ccco2)C(=O)c2snc(C(N)=O)c2N)cc1 (centres undefined) was read as Lamin A splicing -4%, CBFb RUNX1 block 9%, HTT aggregate 6%, IMPase Li cell 36%[activator][38.3 µM], HTT ATP protect -12%, SMN2 splice enh -1% and KinaseGlo FLuc 3%.
Screening COc1ccc(CNC(=O)C2CSCCS2)cc1 (centres undefined) returned Lamin A splicing inconclusive, CBFb RUNX1 block 3%, HTT aggregate 21% and HTT ATP protect 9%.
`O=c1c(Cl)c(N2CCNCC2)cnn1C12CC3CC(CC(C3)C1)C2` gave CBFb RUNX1 block -1%, HTT aggregate 30%, IMPase Li cell 9%, HTT ATP protect -49%[inhibitor], SMN2 splice enh -9% and KinaseGlo FLuc -3%.
Screening COc1cccc(COC(=O)c2nn(-c3ccccc3)nc2N)c1 returned CBFb RUNX1 block inconclusive, HTT aggregate 8%[9.22 µM], IMPase Li cell 4%, HTT ATP protect 18%, SMN2 splice enh -2%&-6% and KinaseGlo FLuc -2%.
For Cc1cccc(Nc2nc(N)c([N+](=O)[O-])c(NCc3ccccc3)n2)c1 the results were CBFb RUNX1 block inconclusive, HTT aggregate -19%[9.22 µM] and HTT ATP protect 8%[10 µM].
`COC(=O)[C@H](Cc1ccccc1)NC(=O)N1CCCCC1` gave CBFb RUNX1 block 6%, HTT aggregate -9%[9.22 µM] and HTT ATP protect 5%[10 µM].
`Cc1cc(C(=O)NNc2ccc(C)c(C)c2)no1` gave CBFb RUNX1 block -6%, HTT aggregate 12%[9.22 µM] and HTT ATP protect 18%[10 µM].
`Cc1ccc(NC(=S)NCCN2CCOCC2)cc1` gave Lamin A splicing 3%[0.0737 µM], CBFb RUNX1 block 3%, HTT aggregate -8%, IMPase Li cell -3%[38.3 µM], HTT ATP protect inconclusive, SMN2 splice enh 5% and KinaseGlo FLuc 0%.
Screening CCCc1cc(N2CCC(C(N)=O)CC2)nc(-c2ccccc2)n1 returned CBFb RUNX1 block 7%, HTT aggregate 0%[9.22 µM], IMPase Li cell 0%, HTT ATP protect 6%[10 µM], SMN2 splice enh -4% and KinaseGlo FLuc 2%.
CC(=O)Nc1ccc(NC(=O)c2sc3nc4c(c(-c5ccc(C)cc5)c3c2N)CCC4)cc1 was read as Lamin A splicing 2%, CBFb RUNX1 block 7%, HTT aggregate 16%, IMPase Li cell inconclusive, HTT ATP protect -1%[10 µM], SMN2 splice enh -13% and KinaseGlo FLuc 2%.
`COc1ccc(/C=N/NC(=O)CN2CCSCC2)cc1C` gave Lamin A splicing -12%, CBFb RUNX1 block -3%, HTT aggregate 3%, IMPase Li cell 7%, SMN2 splice enh 6% and KinaseGlo FLuc -1%.
For Cc1cc(OCC(=O)N2CCOCC2)ccc1NC(=O)C1CCCCC1 the results were Lamin A splicing 2%, CBFb RUNX1 block 2%, HTT aggregate 12%, IMPase Li cell -3%[38.3 µM], HTT ATP protect -13%, SMN2 splice enh 0% and KinaseGlo FLuc 2%.
`C=CCn1c(SCn2nnc3ccccc3c2=O)nnc1-c1ccc(F)cc1` gave Lamin A splicing 0%, CBFb RUNX1 block 5%, HTT aggregate -2%, IMPase Li cell 0%[38.3 µM], HTT ATP protect 6%[10 µM], SMN2 splice enh 12% and KinaseGlo FLuc 14%.
`NNC(=O)c1nnn(-c2nonc2N)c1-c1cccs1` gave Lamin A splicing -5%, CBFb RUNX1 block 1%, HTT aggregate -12%, IMPase Li cell 4%[38.3 µM], HTT ATP protect 1%, SMN2 splice enh 0% and KinaseGlo FLuc 0%.
Screening O=C(Nc1nc(-c2cccs2)cs1)c1ccco1 returned Lamin A splicing -24%[46 µM], CBFb RUNX1 block -3%, HTT aggregate -16%, IMPase Li cell 2%, HTT ATP protect -58%[inhibitor], SMN2 splice enh 13µM* and KinaseGlo FLuc -5%.
O=C(CCC(=O)N1CCN(c2ccccn2)CC1)Nc1nnc(C(F)(F)F)s1 was read as CBFb RUNX1 block 7%, HTT aggregate -23%[9.22 µM] and HTT ATP protect 2%[10 µM].
Screening CC(C)(C)c1cc(C(=O)Nc2ccccc2)ccn1 returned Lamin A splicing inconclusive, CBFb RUNX1 block 1%, HTT aggregate -12%, IMPase Li cell 9%, HTT ATP protect -3%[10 µM], SMN2 splice enh 2% and KinaseGlo FLuc -2%.
CCCC1(c2ccccc2)NC(=O)N(CC(=O)c2[nH]c(C)c(C(=O)OCC)c2C)C1=O (centres undefined) was read as Lamin A splicing inconclusive, CBFb RUNX1 block -7%, HTT aggregate inconclusive, IMPase Li cell -4%[38.3 µM], HTT ATP protect -8%[10 µM], SMN2 splice enh -8% and KinaseGlo FLuc -1%.
Cc1ccc2c(=O)c3ccccc3n(CCCN)c2c1C was read as CBFb RUNX1 block 28%&15%, IMPase Li cell 35%[activator], HTT ATP protect -188%[inhibitor] and KinaseGlo FLuc -2%[39.9 µM].
`C/C(=N/NC(=O)CN1CCN(Cc2ccccc2Cl)CC1)c1ccco1` gave CBFb RUNX1 block 6%, HTT aggregate 11%[9.22 µM] and HTT ATP protect 32%[10 µM].
`O=C(Nc1ccc2ccccc2c1)C(=O)C1C(=O)Nc2ccccc21` (centres undefined) gave CBFb RUNX1 block 5%, HTT aggregate 15%[9.22 µM] and HTT ATP protect 3%[10 µM].
N#CC1=C2SCN(Cc3ccco3)CN2C(=O)CC1c1c(F)cccc1Cl (centres undefined) was read as Lamin A splicing 0%, CBFb RUNX1 block -2%, HTT aggregate -2%, IMPase Li cell -5%[38.3 µM], HTT ATP protect -11%, SMN2 splice enh 13% and KinaseGlo FLuc 0%.
CCOc1ccc(CN2CCN(Cc3[nH]c4ccc(OC)cc4c3C)CC2CCO)cc1 (centres undefined) was read as Lamin A splicing 7%[46 µM], CBFb RUNX1 block -13%, HTT aggregate 15%[9.22 µM], IMPase Li cell 14%, HTT ATP protect 9%[10 µM], SMN2 splice enh -8% and KinaseGlo FLuc -4%.

Structural class, the compounds so far containing two or more sulfur atoms.
Screening COc1ccc(CNC(=O)C2CSCCS2)cc1 (centres undefined) returned Lamin A splicing inconclusive, CBFb RUNX1 block 3%, HTT aggregate 21% and HTT ATP protect 9%.
Screening O=C(Nc1nc(-c2cccs2)cs1)c1ccco1 returned Lamin A splicing -24%[46 µM], CBFb RUNX1 block -3%, HTT aggregate -16%, IMPase Li cell 2%, HTT ATP protect -58%[inhibitor], SMN2 splice enh 13µM* and KinaseGlo FLuc -5%.

Next part:
`CN(C)S(=O)(=O)c1ccc(S(=O)(=O)N(CC(=O)Nc2ccccc2)CC2CCCO2)cc1` (centres undefined) gave Lamin A splicing -7%, CBFb RUNX1 block 7%, HTT aggregate -9%, IMPase Li cell -1%[38.3 µM], HTT ATP protect 8%[10 µM], SMN2 splice enh -2% and KinaseGlo FLuc 0%.
`Cc1ccc(-n2c(C)nn(CC3CC3)c2=O)cc1` gave CBFb RUNX1 block -1%, HTT aggregate 10%, IMPase Li cell 10%, HTT ATP protect inconclusive, SMN2 splice enh -10% and KinaseGlo FLuc 5%.
Screening Nc1ccc(-c2nc3ccc(N)cc3s2)cc1 returned CBFb RUNX1 block 15%, HTT aggregate -23%[9.22 µM] and HTT ATP protect -77%[inhibitor][10 µM].
For O=c1[nH]ncc(NCc2ccc(Cl)cc2)c1Cl the results were Lamin A splicing 8%[46 µM], CBFb RUNX1 block 2%, IMPase Li cell -2%, SMN2 splice enh -9% and KinaseGlo FLuc -3%.
`CCCC(=O)Nc1nnc(SCC(=O)NCc2cccs2)s1` gave Lamin A splicing -4%, CBFb RUNX1 block 1%, HTT aggregate 11%, IMPase Li cell -8%[38.3 µM], HTT ATP protect 2%, SMN2 splice enh 19% and KinaseGlo FLuc -4%.
Screening Cc1noc(C)c1S(=O)(=O)N(CC(=O)N1CCc2ccccc21)c1ccc(C(C)C)cc1 returned Lamin A splicing 3%, CBFb RUNX1 block -2%, HTT aggregate -6%, IMPase Li cell 9%[38.3 µM], HTT ATP protect -3%, SMN2 splice enh 3% and KinaseGlo FLuc 2%.
`CC(C)CN1CCN(Cc2cccc3ncccc23)CC1CCO` (centres undefined) gave Lamin A splicing 1%[46 µM], CBFb RUNX1 block -2%, HTT aggregate -5%[9.22 µM], IMPase Li cell 1%, HTT ATP protect 2%[10 µM] and KinaseGlo FLuc -2%.
For Cc1ccc2c(CC(=O)OCc3nc(N)nc(Nc4ccccc4C)n3)coc2c1 the results were Lamin A splicing inconclusive, CBFb RUNX1 block -8%, HTT aggregate -18%, IMPase Li cell 12%[38.3 µM], HTT ATP protect -16%[10 µM], SMN2 splice enh -25% and KinaseGlo FLuc -6%.
`Cc1nn(Cc2ccc(F)cc2)c(C)c1NC(=O)c1noc2c1CCc1ccccc1-2` gave Lamin A splicing -9%, CBFb RUNX1 block 16%, HTT aggregate -13%, IMPase Li cell 46%[activator][38.3 µM], HTT ATP protect 1%[10 µM], SMN2 splice enh -5%&-52% and KinaseGlo FLuc 4%.
`COCCn1c(N)c(S(=O)(=O)c2cccs2)c2nc3ccccc3nc21` gave Lamin A splicing 7%, CBFb RUNX1 block 2%, HTT aggregate 1%, IMPase Li cell 7%[38.3 µM], HTT ATP protect -2%[0.074 µM] and KinaseGlo FLuc -2%.
Screening O=C(c1ccc(F)cc1)c1ccc(CN2C(=O)c3ccccc3C2=O)o1 returned CBFb RUNX1 block 1%, HTT aggregate 9%, IMPase Li cell 18%, HTT ATP protect -5%[10 µM], SMN2 splice enh 4% and KinaseGlo FLuc 2%.
For CC1CC(C)CN(C(=O)c2ccc(CSc3nc4ccncc4[nH]3)cc2)C1 (centres undefined) the results were Lamin A splicing inconclusive, CBFb RUNX1 block 2%[2.36 µM], HTT aggregate -23%, IMPase Li cell 0%, SMN2 splice enh -64%[inhibitor] and KinaseGlo FLuc 1%.

Source: PubChem (National Center for Advancing Translational Sciences (NCATS))
